MBD2 DNA inh: MBD2-methylated oligo binding inhibition. Q9UBB5. TR-FRET, MBD2 binding to methylated oligonucleotide. inhibition, % at 4.4 µM. 370,000 compounds, 0.31% hits. AID 686964; in the data active = inhibition above about 13%
Target sequence (Q9UBB5 whole entry, looked up): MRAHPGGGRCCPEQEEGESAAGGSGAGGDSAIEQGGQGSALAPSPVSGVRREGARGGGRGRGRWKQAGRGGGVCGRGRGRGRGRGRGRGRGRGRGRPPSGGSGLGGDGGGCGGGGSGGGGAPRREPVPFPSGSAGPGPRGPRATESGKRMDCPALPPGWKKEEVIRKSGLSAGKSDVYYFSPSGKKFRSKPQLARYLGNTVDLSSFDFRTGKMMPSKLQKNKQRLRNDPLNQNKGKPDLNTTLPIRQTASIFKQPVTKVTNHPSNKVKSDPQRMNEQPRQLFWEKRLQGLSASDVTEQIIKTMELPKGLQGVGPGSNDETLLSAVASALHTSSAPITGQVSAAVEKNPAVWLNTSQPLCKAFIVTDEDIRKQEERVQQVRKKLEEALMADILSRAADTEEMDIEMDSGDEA
ASAP1 GAP inh: blocks human ASAP1-stimulated Arf1 GTP hydrolysis | 360,000 compounds, 0.19% hits | AID 624377 | inhibition, % at 16.5 µM | GDP FP detection | Q9ULH1; in the data active = inhibition above about 25%;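 note: 0% = vehicle with enzyme and substrate and 100% = no enzyme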
KLK7 zymogen act: activates the human kallikrein-7 zymogen; purified proKLK7, EDANS-DABCYL substrate fluorescence; 100% is mature enzyme control, 0% vehicle; activation, % at 7 µM; 370,000 compounds, 0.9% hits;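 active = activation above the mean of all tested compounds plus 3 SD, computed per campaign excluding outliers beyond control limits, cut at about 13% in these data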
Target sequence (P49862 whole entry, looked up): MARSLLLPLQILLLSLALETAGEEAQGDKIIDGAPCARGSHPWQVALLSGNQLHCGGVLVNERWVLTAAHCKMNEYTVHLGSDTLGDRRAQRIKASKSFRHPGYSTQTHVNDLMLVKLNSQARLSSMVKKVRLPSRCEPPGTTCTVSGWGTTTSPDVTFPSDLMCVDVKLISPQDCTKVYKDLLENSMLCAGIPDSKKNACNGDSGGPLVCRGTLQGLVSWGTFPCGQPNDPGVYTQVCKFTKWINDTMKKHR
Tn7 DDE FP: disrupts Tn7 cyclic peptide binding to fibrin D-Dimer-E complex; FP displacement of FITC-Tn7 peptide from fibrin DD(E); 0% = median of compound wells per plate; AID 720508; inhibition, % at 8.3 µM; P02675; 370,000 compounds, 0.13% hits;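 active = inhibition above the mean of compounds falling within the control limits plus 3 SD of them, cut at about 14% in these data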;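 note: 0% = plate median of compound wells and 100% = 10 µM Aha-Tn7 peptide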
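Measure: % inhibition scaled between sample-field median and high-control FP; Test system: human fibrin DD(E); Quantity: 2 µM final DD(E) protein; Doses: one dose, 8.3 µM nominal; Schedule: compound with protein 10 min, then 3 h after probe, room temperature; Detection: fluorescence polarization; Medium: Tris buffer with calcium and detergent, pH 7.8.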
ARFGAP1 inh: inhibits rat ARF GTPase activating protein 1; Arfgap1-stimulated ARF1 GTP hydrolysis, GDP FP detection; inhibition, % at 16.5 µM; 360,000 compounds, 0.26% hits;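 active = inhibition above a per-plate limit, mean inhibition of low control wells plus 3 SD, cut at about 25% in these data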;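 note: 0% = DMSO wells with enzyme and 100% = wells lacking Arfgap1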
Target sequence (Q62848 1-136 limits assumed): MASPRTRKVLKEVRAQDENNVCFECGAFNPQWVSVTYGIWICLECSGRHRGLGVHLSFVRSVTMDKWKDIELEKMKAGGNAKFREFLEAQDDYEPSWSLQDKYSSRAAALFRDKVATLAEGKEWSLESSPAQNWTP
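Replicates: Single well per compound | Assay system: Truncated rat Arfgap1 GAP domain | Control set: No-Arfgap1 wells (100%) versus DMSO full-reaction wells (0%) | Times: Enzyme reaction 120 min at 25 °C after 20 min preincubation | Reagent: Human ARF1(Δ1-17)-GTP substrate | Measured by: Tracer-displacement fluorescence polarization with EDTA stop, 620/688 nm | Measure: Percent inhibition of Arfgap1-stimulated GTP hydrolysis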
PLC-gamma1 inh: blocks human PLC-gamma1 enzyme activity; 370,000 compounds, 0.84% hits; purified PLC-gamma1, fluorogenic substrate, fluorescence; inhibition, % at 12.2 µM; AID 720700; in the data active = inhibition above about 9.5%
ADAM17 inh: inhibitors of human ADAM17. P78536. recombinant ADAM17, EDANS/DABCYL FRET peptide cleavage. inhibition, % at 6.95 µM. 370,000 compounds, 0.83% hits. AID 720648;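 active = inhibition above the mean of compounds lying between control limits plus 3 SD, set per campaign, cut at about 8.5% in these data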;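 note: 0% = DMSO-only wells as the low control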
Tn6 DDE FP: inhibitors of Tn6 peptide binding to human fibrin DD(E); P02675; Fibrin DD(E) TRITC-Tn6 fluorescence polarization displacement; inhibition, % at 8.3 µM; 370,000 compounds, 0.21% hits; AID 720509;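 active = inhibition above a per-campaign cutoff: mean of compounds within control limits plus 3 SD, cut at about 15% in these data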;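 note: 0% = median of all compound wells on the plate and 100% = blocking peptide control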
UHRF1 MBD2 ctr: UHRF1 methyl-DNA binding inhibition. Q96T88. UHRF1 binding to methylated oligo, TR-FRET. inhibition, % at 4.4 µM. 370,000 compounds, 0.75% hits; in the data active = inhibition above about 21%;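 note: UHRF1 SRA domain binding a hemimethylated CpG hairpin DNA probe; 0% = median of test compound wells and 100% = reference inhibitor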
PLCb3 inh: PLC-beta3 (human) inhibition, primary screen. 370,000 compounds, 0.18% hits. inhibition, % at 12.2 µM. Purified PLC-beta3, fluorogenic substrate, fluorescence. AID 720704; in the data active = inhibition above about 11%;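 note: 0% = median of compound wells on plate and 100% = full blocker control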
Starred values were filed as active, the others as inactive; i = inactive; . = no result given. Compounds were not picked by outcome; any-hit rate near 4.1%.

SMILES	MBD2 DNA inh	ASAP1 GAP inh	KLK7 zymogen act	Tn7 DDE FP	ARFGAP1 inh	PLC-gamma1 inh	ADAM17 inh	Tn6 DDE FP	UHRF1 MBD2 ctr	PLCb3 inh
COc1cc(C(=O)NCC(c2cccnc2)N2CCN(c3ccc(F)cc3)CC2)cc(OC)c1OC (stereo unspecified)	4.4	0.1	0.1	-8.1	5.5	1.2	2.0	6.3	-3.8	2.3
Cc1cc(C)cc(NC(=S)N2CCN(c3ccccn3)CC2)c1	-3.0	-1.8	0.3	3.0	-2.3	-6.2	-4.9	7.0	-0.9	2.4
CCSc1nnc(NC(=O)CSc2sc3c(O)cc(=O)[nH]c3c2C#N)s1	10.8	5.7	-0.8	-2.3	-2.3	-11.6	-2.0	-8.3	31.5*	-22.2
OC1(Cc2cc(-c3ccccc3)no2)CCN(CCCc2ccccc2)CC1	-2.1	8.9	0.1	1.9	6.3	5.8	0.8	1.9	0.5	-0.1
CCc1ccccc1NS(=O)(=O)c1ccc(SC)cc1	-8.8	-12.7	0.8	5.2	-3.5	-2.0	1.2	7.0	-1.6	0.6
CC(C)CN(C(=O)COC(=O)C12CC3CC(CC(O)(C3)C1)C2)c1c(N)n(Cc2ccccc2)c(=O)[nH]c1=O	0.1	-9.4	0.4	4.8	1.6	2.8	0.1	1.4	-1.1	3.9
CC1CCN(CCn2c(=S)[nH]c3ccccc3c2=O)CC1	-2.3	12.7	-0.3	-8.8	4.7	2.6	2.2	-4.4	0.4	-5.3
Cc1noc(C)c1COc1ccc(C(=O)N2CCN(S(=O)(=O)c3cccc(F)c3)CC2)cc1	-2.6	-5.3	-0.4	4.8	-1.6	3.9	-5.5	-8.8	0.5	2.3
COc1cccc(-c2ccc3c(c2)O[C@@H](CN(C)C(=O)C2CCOCC2)[C@H](C)CN([C@H](C)CO)S3(=O)=O)c1	5.8	-4.2	0.5	7.9	8.4	0.0	0.2	-4.1	21.8*	1.1
O=C(Nc1cccnc1)c1cc(F)c(F)cc1Cl	2.5	-0.5	-0.2	-0.3	-8.0	-3.0	-5.2	6.8	0.8	-6.1
Cc1cc(Cl)c(S(=O)(=O)N2CCN(c3ccccn3)CC2)cc1OCC(=O)NC1CCCCC1	5.8	19.8	1.0	-1.7	7.1	3.2	5.4	-9.2	5.7	-9.4
C=CCN1C(=O)[C@@H](CC(=O)NCc2ccc(OC)c(OC)c2)[C@]2(C(=O)OC)CCCCC=C12	3.5	.	-0.3	2.9	.	-0.8	-2.0	-3.0	2.0	2.9
O=C(COc1ccccc1)Nc1ccncc1Cl	0.8	0.4	-0.4	-5.3	6.1	0.5	-0.4	-0.6	-0.8	-4.4
Cc1cc(S(=O)(=O)N2CCCC2)ccc1OCC(=O)N1CCCCC1	2.6	-2.3	0.9	-1.5	9.1	3.5	-0.7	5.6	-0.1	-5.9
COc1ccc2c(C(=O)CCl)c[nH]c2c1	-3.5	-1.7	-0.4	2.5	0.0	-6.4	-3.8	4.8	6.1	-17.1
Brc1ccc(-c2nnc(-c3ccccc3)c(N3CCSCC3)n2)cc1	-2.7	-18.9	0.7	-4.1	-3.2	-2.5	-5.6	-3.2	-2.0	-1.8
C[C@@H]1[C@H](O)C[C@@]23COC(=O)C2=CCCC3[C@@]1(C)CCC1COC(=O)C1 (stereo partly specified)	2.7	-8.8	-0.8	-8.2	-3.6	0.9	-3.1	-7.0	1.0	2.6
COc1ccc(Cl)cc1C(=O)NCC(c1ccco1)N1CCCC1 (stereo unspecified)	-3.4	2.9	0.1	-3.1	16.2	3.0	-3.5	-0.6	-1.1	-1.6
CCC(c1nnnn1Cc1ccco1)N(CCN1CCOCC1)Cc1cc2cc(C)ccc2[nH]c1=O (stereo unspecified)	-1.1	-10.4	-0.2	-6.8	9.8	-82.5	-14.8	-10.6	-2.3	-107.1
CCCOc1cccc(C(=O)Nc2nnn(CCC)n2)c1	4.8	8.2	-0.1	2.6	4.2	3.1	-3.6	4.9	0.8	1.6
Cc1ccc(NC(=O)c2c([N+](=O)[O-])c(C(C)(C)C)nn2C)cc1	1.7	-7.8	0.0	5.5	11.1	4.5	4.0	1.0	-3.0	3.5
COc1ccc(/C=C/C(=O)c2ccc(NC(=O)c3cccs3)cc2)cc1OC	-0.7	10.5	-187.0	-7.7	3.0	-165.9	-14.7	-12.3	0.2	-209.0
COc1cc(/C=C2/SC(=O)NC2=O)ccc1OCc1ccccc1	-2.5	-5.4	-0.6	1.0	6.7	-3.8	-5.6	-14.5	1.5	-8.6
COc1ccc(OC)c(-c2csc(NC(=O)c3ccccc3F)n2)c1	0.4	-0.3	11.8	-7.2	2.8	-14.4	-2.4	-0.1	3.4	-21.3
Nc1ccccc1C(=O)N/N=C1\C2CN3CCN(C2)CC1(c1ccccc1)C3	0.1	0.9	2.7	4.6	2.9	-90.2	-53.2	0.9	0.1	-92.8
COc1ccc(Nc2nc(N3CCCC3)nc(N3CCOCC3)n2)cc1	-4.2	-0.7	-0.7	-1.9	5.9	0.7	1.0	1.4	3.6	3.5
Cc1ccc(C)c(Cn2nc(-c3cc(C)ccc3C)ccc2=O)c1	2.4	0.6	0.3	4.1	2.2	3.4	2.9	-6.1	-2.5	-2.7
NC1=C(c2ccccc2)C(=O)NC1=O	2.3	2.6	0.1	-4.7	3.8	2.5	1.0	-0.1	-0.9	-6.2
OCC1(Cc2ccc(Cl)cc2)CCN(Cc2ccccc2F)CC1	1.6	-9.1	0.4	8.8	-11.3	0.0	-1.1	-0.3	-2.5	-2.3
COc1ccc(-c2nc(C)ncc2-c2csc(C)n2)c(O)c1	2.7	-2.1	-0.6	-4.2	-2.4	-0.9	-1.1	-1.6	-1.9	1.1
CC(C)(C)c1ccc(-c2nnc(SCC(=O)Nc3ccccc3-c3ccccc3)n2Cc2ccco2)cc1	-2.5	.	0.4	-1.4	.	-0.3	11.4*	-2.5	-0.1	1.2
CCOc1ccc(OCc2ccc(C(=O)N3CCCC3)o2)cc1	-3.2	10.7	-0.2	3.0	3.6	-4.8	-3.2	4.7	0.2	-0.3
COc1ccc(CN2C(=O)[C@@H]3C(c4ccc(F)cc4)=NO[C@@H]3C2=O)cc1	-5.2	-2.4	1.2	-2.0	11.6	0.8	-2.1	-0.3	-1.0	-3.8
CC1Cc2c([nH]c(=O)n(-c3ccccc3)c2=O)O1 (stereo unspecified)	-1.4	5.9	0.4	-0.5	0.8	4.1	-4.6	1.2	0.8	-0.3
O=C1C(=O)N(C2CCCC2)C(=O)N1Cc1c(F)cccc1Cl	4.0	4.4	0.0	1.5	-4.7	-2.7	-0.8	0.0	0.9	-0.2
C/C(=N\NC(=O)Cc1ccc(Cl)cc1)c1cccnc1	-1.9	0.5	-0.1	-4.6	-0.1	1.3	-1.3	10.1	-2.2	-2.8
COc1ccc(CNC(=O)c2ccc(-n3ccnc3)c3ccoc23)cc1OC	13.8*	-9.1	0.3	11.1	-3.6	0.7	-1.1	0.8	23.2*	-0.1
COc1cccc(CNC(=O)CCC2CCCN(c3cc(C)nc(N)n3)C2)c1 (stereo unspecified)	-6.8	-3.2	0.0	-7.1	5.6	2.2	0.3	5.7	1.3	3.4
CC1(C)OC(=O)N(CC(=O)Nc2cccc(C(F)(F)F)c2)C1(C)O (stereo unspecified)	4.6	-13.7	-0.6	-4.8	-12.5	-5.9	-4.9	0.2	-0.1	-4.2
Cc1cccc(-n2c(Cn3nc(C)c([N+](=O)[O-])c3C)n[nH]c2=S)c1	-5.9	1.7	-0.3	-0.6	-9.4	2.4	0.0	4.4	-2.3	0.0
COc1ccc(-c2c(-c3cc(OC)cc(OC)c3)n(C)c3ccc(-c4ccc(S(N)(=O)=O)cc4)cc23)cc1	4.4	8.9	-36.1	2.1	10.4	i	-46.4	-8.8	1.8	i
CCC(c1nnnn1CCOC)N(Cc1cc2c(C)cc(C)cc2[nH]c1=O)CC1CCCO1 (stereo unspecified)	-9.9	0.9	-0.4	0.6	6.0	-117.1	-63.3	0.9	-8.7	-166.8
Cc1ccc(/C=N/NC(=O)Nc2ccccc2)o1	-0.3	1.5	0.0	-8.1	-4.9	3.1	0.1	10.1	-2.8	4.3
Cn1cc(CN(Cc2ccccn2)C[C@@H]2CCC(=O)N2)c(-c2ccccc2F)n1	-0.6	-4.6	-0.5	-2.9	-9.5	0.1	-3.4	-3.2	-0.1	-1.7
Cc1ccc(-n2c(CNC(=O)c3cccs3)nnc2SCC(=O)NO)cc1	-1.9	3.5	-0.2	1.3	-5.8	0.8	-1.1	3.9	-1.5	4.6
CC1(C)CC(=O)C2=C(C1)N(c1ccc(Cl)cc1)C(=O)C2(O)C(F)(F)F (stereo unspecified)	4.5	0.6	0.3	2.9	-0.9	-4.2	-0.5	0.6	-4.3	-2.2
CC(=NNC(=S)N1CC2CCC(CC2)C1)c1cnccn1	1.8	1.5	0.1	-0.2	-2.1	-0.3	-1.6	3.5	-5.9	-0.1
COc1ccc(Br)cc1CN(C)C(=O)c1ccccc1SCC(=O)N1CCCC1	3.0	-7.7	1.0	-1.9	8.5	1.0	-0.7	-1.6	3.3	-6.9
CCOC(=O)c1cnc(SCC(=O)OCC(=O)NC2CCS(=O)(=O)C2)nc1N (stereo unspecified)	-5.4	11.5	0.3	-5.9	-16.9	2.6	-3.6	-7.8	7.5	-8.0
COc1ccc(OCCCC(=O)NCCc2ccc(OC)c(OC)c2)cc1	5.9	-8.3	0.4	-0.9	-6.8	0.9	-3.1	0.7	1.2	0.7
Cc1cc(=O)[nH]c(SCc2csc(-c3ccccc3)n2)n1	1.0	3.1	0.0	3.6	8.9	3.4	-0.1	-6.3	-1.4	5.2
COc1ccc(CN(C)C(=O)CNC(=O)Cc2cccc3ccccc23)c(OC)c1OC	-0.3	1.4	0.0	-1.4	-7.3	0.1	-0.2	1.9	3.5	-6.4
Cc1cc(C)cc(C(=O)NC2C(=O)N3C(C(=O)O)=C(CSc4nnc(C)s4)CSC23)c1 (stereo unspecified)	2.3	-2.5	-0.1	-3.2	-9.7	0.5	1.1	-2.5	0.7	-9.6

Complete entries from above. Screens in order: MBD2 DNA inh	ASAP1 GAP inh	KLK7 zymogen act	Tn7 DDE FP	ARFGAP1 inh	PLC-gamma1 inh	ADAM17 inh	Tn6 DDE FP	UHRF1 MBD2 ctr	PLCb3 inh
COc1ccc(Cl)cc1C(=O)NCC(c1ccco1)N1CCCC1 (stereo unspecified) is listed with -3.4	2.9	0.1	-3.1	16.2	3.0	-3.5	-0.6	-1.1	-1.6
COc1ccc(CN(C)C(=O)CNC(=O)Cc2cccc3ccccc23)c(OC)c1OC is listed with -0.3	1.4	0.0	-1.4	-7.3	0.1	-0.2	1.9	3.5	-6.4
C[C@@H]1[C@H](O)C[C@@]23COC(=O)C2=CCCC3[C@@]1(C)CCC1COC(=O)C1 (stereo partly specified) is listed with 2.7	-8.8	-0.8	-8.2	-3.6	0.9	-3.1	-7.0	1.0	2.6
